Bioassay records deposited in PubChem BioAssay by National Center for Advancing Translational Sciences (NCATS).
MBNL1 CUG block: blocks human MBNL1 binding to CUG repeat RNA; Q9NR56; TR-FRET MBNL1-His/biotin-(CUG)12 binding, 665/545 ratio; Potency, µM (titrated, usually from 57.5 µM), without a hit: top-dose activity change, negative = inhibition, usual class: inhibitors; 280,000 tested, 0.036% active; AID 2675; active means well fitted inhibition curve with a large enough effect in the signal ratio, with a control signal flat, not every such curve was filed as active; inconclusive means small, poorly fitted or top-dose-only effect, or effect the other way, or a change in a side signal; inactive means no such curve, though single readings can be large or run the other way; the % refers to the signal ratio; further: potency means the concentration at half of the fitted maximal effect; on the % scale 0 is the no-effect control and ±100 the full control effect
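Compound titration spanned 92 nM–58 uM against the MBNL1-His/biotin-(CUG)12 complex. After 60 min at room temperature with 5 nM streptavidin-XL665 and 0.055 ng/ul terbium anti-His, ratiometric 665/545 nm emission (Ex 340 nm) normalized to controls.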
Chronic BCR inh: blocks chronic active B-cell receptor signaling | Potency, µM (highest dose often 46.1 µM), without a hit: top-dose ratio change, negative = lower green/red ratio, most hits filed as inhibitors | ABC-DLBCL IkBa-CBG/CBR reporter, luminescence ratio, 4 h | AID 493014 | 340,000 tested, 0.05% active; active means well fitted inhibition curve with a large enough effect in the signal ratio, with a control signal flat, not every such curve was filed as active; inconclusive means small, poorly fitted or top-dose-only effect, or effect the other way, or a change in a side signal; the % refers to the signal ratio;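 further: potency means the concentration at half of the fitted maximal effect; plate controls were basal doxycycline-induced cells for no effect and cells given 10 µM MG132 for full effect; MG132 reads +100%, hits lower the ratio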
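Cell line TMD8 (human ABC DLBCL), stably expressing tet-inducible CBG68-IkBa fusion and CBR; IMDM/0.5% FBS; cpd up to 46 uM; dox induction, 4 h, 37C/5% CO2; dual luminescence; green/red ratio; MG132 control.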
GALK inh: galactokinase (human) inhibition; P51570; Purified GALK, Kinase-Glo residual ATP luminescence; Potency, µM (top dose mostly 57.5 µM), for inactives: top-dose activity change, negative = inhibition, hits mostly inhibitors; 270,000 tested, 0.007% active; further: potency means the concentration at half of the fitted maximal effect; on the % scale 0 is the no-effect control and ±100 the full control effect
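Galactose (100 uM) and ATP (35 uM) were turned over by 5 nM GALK for 1 h at RT. Kinase-Glo Plus then converted the remaining ATP into a luminescent signal.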
Menin MLL FP TR: menin-MLL binding inhibition, Texas Red mutant peptide | Menin + Texas Red MLL mutant peptide, fluorescence polarization | Potency, µM (titrated, usually from 61.6 µM), inactives show at the highest dose FP activity change, negative = inhibition, actives largely listed as inhibitors | 270,000 tested, 0.23% active | AID 1768; active means well fitted inhibition curve with a large enough effect in the polarisation, with a control signal flat, not every such curve was filed as active; inconclusive means small, poorly fitted or top-dose-only effect, or effect the other way, or a change in a side signal; inactive means no such curve, though single readings can be large or run the other way; the % refers to the polarisation; further: potency means the concentration at half of the fitted maximal effect; % of control where 0% means no effect; many of its hits are not listed in these tables
USP2a inh: inhibitors of human ubiquitin-specific protease USP2a. O75604. USP2 core, Ub-CHOP2 coupled fluorogenic reporter, 485/531. Potency, µM (highest dose often 38.3 µM), for inactives: at the top dose activity change, negative = inhibition, most hits filed as inhibitors. 330,000 tested, 0.01% active. AID 463254;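 further: potency means the concentration at half of the fitted maximal effect; plate controls were DMSO wells for no effect and full inhibition by NEM control for full effect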
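Deubiquitinase activity read as fluorescence (485/531 nm) after Ub-CHOP2 cleavage activates the enterokinase reporter on its substrate; USP2 core 10nM, Ub-CHOP2 and substrate 25nM each, 30min compound preincubation then 60min RT; data normalized to NEM, curves fitted.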
Eya2 inh: inhibitors of human Eya2 phosphatase activity; O00167; recombinant Eya2, OMFP fluorescence dephosphorylation (OMFP is methylfluorescein phosphate); Potency, µM (top dose mostly 76.9 µM), inactives show at the top dose activity, negative = inhibition, usual class: inhibitors; 330,000 tested, 0.006% active; AID 488837; further: potency means the concentration at half of the fitted maximal effect; on the % scale 0 is the no-effect control and ±100 the full control effect
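Eya2 (0.2 uM) preincubated 10 min at ambient with compound, then OMFP substrate added at 50 uM; 10 min reaction in 50 mM HEPES pH 7.5, 50 mM NaCl, 5 uM MgCl2, 0.05% BSA, 1 mM DTT. Fluorescence read at Ex 485/Em 525 nm.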
KCNH2 WT inh: KCNH2 (human, wildtype) channel inhibition; 340,000 tested, 0.37% active; activity change, % at 1.84 µM; AID 720551; Q12809; U2OS, BacMam KCNH2, thallium flux FluxOr; stronger effect = lower value;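 active means maximum activity change below -70%; inconclusive means maximum activity change between -70% and -50%; inactive means maximum activity change above -50%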; further: on the % scale 0 is the no-effect control and ±100 the full control effect
Target sequence (Q12809 whole entry, looked up): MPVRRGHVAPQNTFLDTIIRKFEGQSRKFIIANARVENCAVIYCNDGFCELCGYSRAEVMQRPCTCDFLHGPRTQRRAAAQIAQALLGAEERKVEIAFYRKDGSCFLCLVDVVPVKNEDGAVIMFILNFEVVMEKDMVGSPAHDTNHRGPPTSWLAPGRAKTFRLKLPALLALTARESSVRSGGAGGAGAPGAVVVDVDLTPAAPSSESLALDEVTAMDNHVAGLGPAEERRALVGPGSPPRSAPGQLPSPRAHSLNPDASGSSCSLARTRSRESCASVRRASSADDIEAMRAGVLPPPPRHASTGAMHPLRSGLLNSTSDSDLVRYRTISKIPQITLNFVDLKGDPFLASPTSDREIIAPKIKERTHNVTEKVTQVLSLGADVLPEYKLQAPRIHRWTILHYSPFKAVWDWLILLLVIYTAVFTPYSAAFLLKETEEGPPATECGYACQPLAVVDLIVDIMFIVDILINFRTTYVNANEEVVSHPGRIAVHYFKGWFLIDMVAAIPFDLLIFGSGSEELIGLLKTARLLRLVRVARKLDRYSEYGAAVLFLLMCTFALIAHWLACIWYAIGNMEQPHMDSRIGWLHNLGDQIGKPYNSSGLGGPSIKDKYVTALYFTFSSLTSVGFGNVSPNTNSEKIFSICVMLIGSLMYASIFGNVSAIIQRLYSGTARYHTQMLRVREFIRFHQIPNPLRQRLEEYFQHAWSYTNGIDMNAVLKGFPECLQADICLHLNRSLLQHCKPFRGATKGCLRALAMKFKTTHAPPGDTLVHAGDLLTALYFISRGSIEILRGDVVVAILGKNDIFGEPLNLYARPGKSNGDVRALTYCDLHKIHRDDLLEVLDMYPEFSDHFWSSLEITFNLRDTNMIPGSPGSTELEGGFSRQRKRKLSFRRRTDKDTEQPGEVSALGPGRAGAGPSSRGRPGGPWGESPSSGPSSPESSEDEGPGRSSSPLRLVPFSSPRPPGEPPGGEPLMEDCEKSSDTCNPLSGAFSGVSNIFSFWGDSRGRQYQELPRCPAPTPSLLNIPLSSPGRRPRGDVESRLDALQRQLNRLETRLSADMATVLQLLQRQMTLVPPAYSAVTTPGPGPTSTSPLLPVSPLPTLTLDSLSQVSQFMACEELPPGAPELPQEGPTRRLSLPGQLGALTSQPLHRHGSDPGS
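U2OS cells transduced with wild-type KCNH2 virus are loaded with FluxOr dye for 45 min, and thallium flux is measured in kinetic reads before and after stimulation buffer. Rate constants are normalized to DMSO controls.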
Mito fusion act: mitochondrial division inhibition or fusion activation; 320,000 tested, 0.23% active; Potency, µM (titrated, usually from 46.1 µM), for inactives: at the highest dose growth rescue (activation), actives largely listed as activators; S. cerevisiae fusion-defective mutant growth rescue, CellTiterGlo 48 h;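 further: potency means the concentration at half of the fitted maximal effect; % of control where 0% means no effect; nearly all actives have a fitted effect of over 45% in size; temperature-sensitive fusion mutants such as fzo1-1 at 37 °C on non-fermentable ethanol glycerol medium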
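Read-out: ATP-based luminescence (CellTiterGlo, 10 min ambient) reporting growth of fusion-defective ts yeast after 48 hours at 37C on glycerol/ethanol YPEG medium in the presence of compound.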
PKM2 activator: activators of human pyruvate kinase M2 | P14618 | purified PKM2, Kinase-Glo ATP luminescence, activation; response scale: 0% is enzyme alone, no compound | Potency, µM (titrated, usually from 57.5 µM), for inactives: top-dose activation, usual class: activators | 260,000 tested, 0.34% active; further: potency means the concentration at half of the fitted maximal effect; on the % scale 0 is the no-effect control and ±100 the full control effect; nearly all actives have a fitted effect of over 55% in size
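Kinase-Glo luminescence reports ATP generated from ADP (0.1 mM) and PEP (0.5 mM) by purified hPK-M2 after 1 h at room temperature, pH 7.2 imidazole buffer; intermediate enzyme activity allows detecting inhibitors and activators.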
TSHR antag: antagonists of human thyroid stimulating hormone receptor; AID 504810; 330,000 tested, 0.2% active; TSHR-expressing cells, TSH-stimulated cAMP HTRF, 2 h; stronger effect = lower value; activity change, negative = inhibition, % at 11.5 µM;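 active means activity change below a set negative limit, meaning inhibition stronger than a set level, cut at about -70% in these data; inconclusive means activity change between two set negative limits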; further: on the % scale 0 is the no-effect control and ±100 the full control effect
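Freshly harvested TSHR cells receive pin-tooled compound, then EC80 TSH at 4nM final. After 2 hours at 37 deg C, antibody in lysis buffer and cAMP-d2 are added; 30 minutes at ambient temperature precede the HTRF read.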
ASM inhibitor: blocks human secretory acid sphingomyelinase | 340,000 tested, 0.006% active | AID 504937 | placental ASM, HMU-PC fluorogenic substrate, 60 min | P17405 | Potency, µM (titrated, usually from 57.5 µM), without a hit: top-dose activity change, negative = inhibition, most hits filed as inhibitors; further: potency means the concentration at half of the fitted maximal effect
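Human placenta-derived ASM preincubated with compound 10 min at room temperature, then reacted with 9 uM (final) fluorogenic HMU-PC substrate for 60 min at 37 C. Stop solution raises pH to 10; fluorescence read at Ex 386/Em 447 nm.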
* marks the source's active call; other numbers are inactive results; ? = inconclusive; . = no result given; [ ] = another dose, or the depositor's remark. Unless noted, the call rests on the fitted dose curve; in most records, active means well fitted curve in the direction sought with a large enough effect; inconclusive means small, poorly fitted or top-dose-only effect, or another doubt; inactive means no such curve, though single readings can be large; an effect the other way counts as inactive or inconclusive.

SMILES	MBNL1 CUG block	Chronic BCR inh	GALK inh	Menin MLL FP TR	USP2a inh	Eya2 inh	KCNH2 WT inh	Mito fusion act	PKM2 activator	TSHR antag	ASM inhibitor
CN(C(=O)c1cccc(C#N)c1)c1nnc(C2CCCO2)s1 (stereo not drawn)	9%	1%	6%	0%	1%	6%	-1	0%	6%	1	7%
COc1ccc(-n2nc(C(C)=O)c(=O)[nH]c2=O)cc1	?	7%	10%	19%	1%	-2%	15	0%	-1%	11	0%
COC(=O)[C@H](CC(C)C)NC(=O)Cn1cnc2c(SC)nc(N)nc21	.	-2%	.	.	4%	2%	5	.	.	-5	-10%
COc1ccccc1OCC(=O)N1CCN(c2ccccc2OC)CC1	1%	.	4%	-12%	.	.	-13	-4%	-2%	.	-3%
Cc1c(NC(=O)c2ccc(Cl)c(S(=O)(=O)N3CCCCC3)c2)c(=O)n(-c2ccccc2)n1C	-7%	-2%	-2%	0%	1%	1%	-6	-2%	4%	7	1%
COc1cc2cnc(-c3ccccc3)c(C(=O)c3ccc(OCc4ccccc4)cc3)c2cc1OC	.	?	.	.	-6%	-9%	6	.	.	12	-24%
CC(OC(=O)Cc1ccc(Cl)cc1)C(=O)NCCC1=CCCCC1 (stereo not drawn)	12%	2%	2%	-2%	0%	-5%	1	10%	5%	-7	2%
CCOC(=O)c1ccc(NC(=O)c2cccnc2)cc1	5%	-12%	7%	10%	-1%	8%	-1	5%	-2%[11.5 µM]	20	1%
COC(=O)c1nc(N)sc1-c1ccccc1	14%	5%	0%	19%	2%	-2%	-3	-7%	4%	0	3%
CC(=O)Nc1ccc(S(=O)(=O)N2CCC(C(=O)NCCC(=O)Nc3nccs3)CC2)cc1	-11%	1%	-4%	21%	0%	11%	-8	0%	.	-4	3%
CCN(CCCNC(=O)Cn1ncc2c([nH]c3ccc(C)cc32)c1=O)c1cccc(C)c1	8%	-6%	12%	19%	-4%	3%	1	17%	.	-133*	-1%
Cc1cc(NCCOCCO)n2ncc(-c3ccc(Cl)cc3)c2n1	8%	4%	4%	?	-3%	-5%	-4	14%	-1%	-5	7%
Cc1ncoc1C(=O)N1CCCC(C(=O)c2cccc(C(F)(F)F)c2)C1 (stereo not drawn)	-9%	2%	0%	-4%	12%	-4%	6	1%	1%	-8	-2%
O=C(CN1CCCCC1)Nc1ccccc1NC(=O)CN1CCCCC1	-1%	-2%	2%	-16%	1%	3%	2	-2%	0%	12	1%
CCOC(=O)N1CCC(N2CCCC(CO)(Cc3ccccc3C)C2)CC1 (stereo not drawn)	-6%	0%	8%	-2%	1%	-14%	40	25%	-2%	2	2%
C=C1c2ccccc2O[C@H](C(=O)OCC)[C@@H]1C1CCCCC1	.	9%	.	.	-2%	-3%	6	.	.	7	-6%
COc1ccc(CSc2ccc(S(=O)(=O)N3CCCCC3)cn2)cc1F	.	6%	.	.	1%	4%	-3	-2%	.	11	6%
Cc1ccc(NS(=O)(=O)c2ccc(-c3ccc(=O)[nH]n3)o2)c(C)c1	?	-9%	-4%	9%	-2%	7%	-33	-7%	.	-5	5%
Cc1cccc(NC(=O)COC(=O)CCc2c[nH]c3ccccc23)c1C	.	3%	.	.	-5%	-22%	-2	2%	.	-6	-2%
COc1ccc(C(=O)N(C)Cc2ccccc2F)cc1S(=O)(=O)N1CCCC1	.	?	.	.	1%	8%	4	-3%	.	9	0%
Cc1[nH]nc2c1C(c1ccccn1)N(c1ccc(Br)cc1)C2=O (stereo not drawn)	2%	-15%	-1%	16%	1%	20%	-2	-2%	-8%	-2	4%
O=C(CN1CCCCCCC1)Nc1cc(Cl)cc(Cl)c1	0%	-1%	-1%	-10%	1%	-8%	16	-4%	3%	-1	-1%
Cc1cc(C)c2c(CN3CCN(C/C=C/c4ccccc4)CC3)cc(=O)oc2c1	6%	?	6%	-14%	-8%	-4%	-101*	2%	13%	-2	-7%
c1cnc(N2CCN(c3ccc4ccccc4n3)CC2)nc1	29%	?	9%	13%	-2%	-2%	-3	15%	0%	0	76%[activator]
Cc1cccc(-c2noc(CN(C(=O)c3c(-c4ccccc4Cl)noc3C)C(C)C)n2)c1	13%	?	2%	-10%[11.7 µM]	4%	-1%	-2	26%	8%	-12	-14%
SMILES	MBNL1 CUG block	Chronic BCR inh	GALK inh	Menin MLL FP TR	USP2a inh	Eya2 inh	KCNH2 WT inh	Mito fusion act	PKM2 activator	TSHR antag	ASM inhibitor
Nc1c(C(=O)OCC2CCCO2)c2nc3ccccc3nc2n1C1CCCCC1 (stereo not drawn)	-8%	1%	-4%	3%	-2%	-21%	0	-4%	-5%	3	338%[activator]
O=C(O)CCCCC1CCSS1 (stereo not drawn)	-1%	1%	-1%	-10%[24.8 µM]	12%	18%	-3	5%	-3%	1	-4%
CN(C)S(=O)(=O)N1CCC(CO)(CCc2ccccc2)CC1	-4%	?	-3%	8%	0%	3%	5	-2%	0%	5	-1%
COc1ccc(C(=O)COC(=O)C2COc3ccccc3O2)cc1F (stereo not drawn)	.	1%	.	.	3%	1%	34	.	.	.	-3%
O=C(NC1CCCC1)C1CCCN1S(=O)(=O)c1cccc2cccnc12 (stereo not drawn)	2%	?	-1%	-3%	0%	15%	-17	-3%	0%	-10	7%
Cc1ccc2nc(N3CCN(C(=O)CCCC(=O)O)CC3)nc(-c3ccccc3)c2c1	12%	4%	0%	-12%	7%	-21%	4	10%	.	-1	293%[activator]
CN(C)c1cccc(C(=O)N/N=C/c2ccsc2)c1	-10%	?	.	-9%	2%	-8%	-2	-8%	-2%	-1	-2%
Cn1c(SCC(=O)Nc2cc(C(C)(C)C)nn2-c2ccccc2)nc2ccccc21	6%	-22%	0%	-17%	3%	-4%	7	27%	-4%	3	-3%
S=c1[nH]nc(-c2ccc(Cl)cc2)n1Cc1ccccc1	5%	9%	-3%	8%	4%	10%	-306*	28%	-23%	-28	-9%
CC(Oc1cc2oc(=O)c3c(c2cc1Cl)CCC3)C(=O)NCc1ccccn1 (stereo not drawn)	1%	3%	-2%	-5%	1%	8%	-8	-20%	10%	2	4%
O=C(O)C1CSC(c2ccc3c(c2)OCO3)N1 (stereo not drawn)	1%	-8%	4%	6%	1%	8%	-5	0%	8%	8	4%
Cc1ccc(-c2cn(-c3ccccc3)c(SCC(N)=O)n2)cc1C	.	?	-2%	8%	1%	-3%	-5	14%	-8%	-7	-3%
CC(CC(=O)N(CCC1=CCCCC1)c1c(N)n(Cc2ccccc2)c(=O)[nH]c1=O)c1ccccc1 (stereo not drawn)	.	-1%	.	.	2%	12%	53	-6%	.	9	6%
CC(=O)Nc1ccc(S(=O)(=O)Oc2ccc(/C=N/NC(=O)c3ccc(Cl)cc3)cc2)cc1	-14%	-1%	-1%	?	-13%	-17%	-8	-2%	-1%	-19	-12%
CC(C)(C)NC(=O)CN(C(=O)C1CSC(=O)C1)c1ccc2c(c1)OCCO2 (stereo not drawn)	2%	0%	-1%	-8%	1%	-24%	-24	0%	-3%	-1	5%
CCN(CC)CCSc1nc2ccccc2n1Cc1ccccc1	-21%	2%	-7%	?	1%	1%	?	-9%	0%[11.5 µM]	1	0%
O=C(Nc1cc(Cl)ccc1N1CCOCC1)c1cnccn1	-4%	7%	-1%	-8%	5%	-28%	12	4%	-3%	4	2%
Cc1ccc(/C=N/NC(=O)c2ccccn2)s1	?	?	1%	-16%	0%	-24%	1	-2%	-6%	10	4%
CC(CSc1nnnn1-c1ccccc1)Cn1c(N2CCCC2)nc2c1c(=O)[nH]c(=O)n2C (stereo not drawn)	.	?	-1%	-12%	2%	-2%	3	-3%	14%	-7	5%
CC(=O)N(Cc1ccccc1)c1ncc2c(n1)c(=O)c(C#N)c1ccccn12	?	?	-5%	.	2%	-21%	12	2%	8%	5	41%[activator]
CSC1=NCCN1S(=O)(=O)c1ccccc1	-3%	-2%	1%	-12%	4%	-11%	6	1%	26%	33	3%

A portion of the library. The share of hits here may be higher or lower than overall.
